TcdB GH inh – TcdB glycohydrolase inhibitors, primary screen, biochemical, single point, plate reader. Toxin B (Clostridioides difficile), P18177. TcdB glycohydrolase enzymatic assay. inhibition, % at 9.99 µM. 350,000 compounds, 0.24% hits; in the data active means inhibition above about 10%
Starred values were filed as active, the others as inactive. These rows are one share of the data. The share of hits here may be higher or lower than overall.

SMILES	TcdB GH inh
C[C@@H]1CN([C@@H](C)CO)C(=O)Cc2cc(NC(=O)Nc3ccc(C(F)(F)F)cc3)ccc2O[C@@H]1CN(C)Cc1ccc(C(=O)O)cc1	1.8
CCC(=O)Nc1ccc2c(c1)C(=O)N(C)C[C@H](OC)[C@@H](C)CN(C(=O)Cc1cccnc1)[C@@H](C)CO2	-0.7
COCC(=O)Nc1ccc2c(c1)[C@@H]1C[C@H](CC(=O)NCc3cccc(F)c3)O[C@H](CO)[C@@H]1O2	-0.5
COc1ccc(S(=O)(=O)Nc2ccc3c(c2)C(=O)N([C@H](C)CO)C[C@@H](C)[C@H](CN(C)C(=O)NC2CCCCC2)O3)cc1	-0.4
C[C@H]1CCCCO[C@@H](CN(C)C(=O)C2CCCCC2)[C@@H](C)CN([C@@H](C)CO)C(=O)c2cc(NC(=O)CCC(F)(F)F)ccc2O1	0.8
Cc1noc(C)c1NC(=O)N[C@H]1C=C[C@@H](CC(=O)N2CCN(C)CC2)O[C@H]1CO	-0.3
O=C(c1ccc(F)cc1)N1CC(=O)N2[C@@H](CO)[C@H](c3ccc(C#CC4CC4)cc3)[C@@H]2C1	0.2
CS(=O)(=O)Nc1ccc2c(c1)[C@H]1C[C@H](CC(=O)NCC3CC3)O[C@H](CO)[C@H]1O2	-1.6
C[C@H](CO)N1C[C@H](C)[C@@H](CN(C)CC2CC2)Oc2c(NC(=O)c3ccncc3)cccc2C1=O	-1.7
CN1C(=O)c2cc(NC(=O)C3CCOCC3)ccc2OC[C@@H]2O[C@@H](CC(=O)O)CC[C@@H]21	0.3
COc1ccc(NC(=O)Nc2ccc3c(c2)C(=O)N([C@@H](C)CO)C[C@H](C)[C@@H](CN(C)S(=O)(=O)c2ccc(Cl)cc2)O3)cc1	-0.5
C[C@@H]1CN([C@H](C)CO)C(=O)c2cc(NC(=O)CCCCCC(=O)Nc3ccccc3N)ccc2O[C@H]1CN(C)S(=O)(=O)c1ccc(Cl)cc1	-0.4
CO[C@@H]1CN(C)C(=O)c2ccc(NC(=O)C3CC3)cc2OC[C@@H](C)N(C(=O)C2CCCCC2)C[C@H]1C	1.6
CCC(=O)Nc1ccc2c(c1)C(=O)N(C)C[C@@H](OC)[C@H](C)CN(Cc1ccccc1F)[C@@H](C)CO2	0.9
CO[C@H]1CC[C@H]2CCN(C)C(=O)[C@@H](C)[C@H](OC)CN(C)C(=O)c3cc(C#N)ccc3OC[C@H]1O2	-4.2
COc1ccccc1S(=O)(=O)N1CC[C@@H]2[C@@H](CO)Nc3ccc(-c4ccccc4F)cc3[C@@H]21	-1.2
CO[C@H]1CN(C)C(=O)c2cc(NC(=O)c3cnccn3)ccc2OC[C@H](C)N(C(C)=O)C[C@H]1C	-0.5
CC(C)NC(=O)N(C)C[C@@H]1Oc2ccc(N(C)C)cc2C(=O)N([C@@H](C)CO)C[C@H]1C	-1.9
Cc1noc(C)c1NC(=O)Nc1ccc2c(c1)CC(=O)N([C@H](C)CO)C[C@@H](C)[C@@H](CN(C)C(=O)Nc1ccc(F)cc1)O2	0.3
CO[C@H](CN(C)Cc1nccs1)[C@H](C)CN([C@@H](C)CO)S(=O)(=O)c1ccc(F)cc1	0.2
CN1C(=O)c2cc(NC(=O)C3CCCC3)ccc2OC[C@@H]2O[C@@H](CC(=O)Nc3ccccc3)CC[C@H]21	1.8
Cc1noc(C)c1NC(=O)Nc1ccc2c(c1)C(=O)N([C@@H](C)CO)C[C@H](C)[C@H](CN(C)C(=O)Nc1ccc3c(c1)OCO3)OCCCC[C@H](C)O2	0.7
CCCNC(=O)[C@@H]1[C@@H](CO)[C@@H]2Cn3c(ccc(-c4ccc(F)cc4)c3=O)[C@H]1N2Cc1ccccc1F	1.6
Cc1ccc(S(=O)(=O)N(C)C[C@@H]2OCCCC[C@@H](C)Oc3ccc(NC(=O)Nc4ccccc4)cc3C(=O)N([C@@H](C)CO)C[C@@H]2C)cc1	1.1
CO[C@H]1CN(C)C(=O)c2cc(NC(=O)NC(C)C)ccc2OC[C@@H](C)N(C(=O)CC2CC2)C[C@H]1C	-0.5
C[C@H](CO)N1C[C@H](C)[C@H](CN(C)Cc2ccc(Cl)c(Cl)c2)Oc2ccc(NS(=O)(=O)c3cccs3)cc2CC1=O	0.8
CCCC#Cc1ccc([C@H]2[C@@H](CO)N3CCCCN(C(=O)Cc4ccccn4)C[C@H]23)cc1	-0.4
CO[C@@H]1CN(C)C(=O)c2cc(NS(=O)(=O)c3cn(C)cn3)ccc2OC[C@@H](C)N(CCC(F)(F)F)C[C@H]1C	1.1
COc1ccc(CN(C)C[C@H]2OCCCC[C@@H](C)Oc3ccc(NS(=O)(=O)c4ccccc4)cc3C(=O)N([C@H](C)CO)C[C@@H]2C)cc1	0.1
COc1ccccc1-c1ccc2c(c1)O[C@H](CN(C)C(=O)Nc1ccccc1)[C@H](C)CN([C@@H](C)CO)S2(=O)=O	0.8
COC(=O)C[C@@H]1CC[C@@H]2[C@@H](COc3ccc(NC(=O)c4ccc(OC)cc4)cc3C(=O)N2C)O1	3.2
O=C(C[C@@H]1CC[C@H]2[C@@H](COC[C@@H](O)CN2Cc2ccccc2F)O1)N[C@@H]1CCN(Cc2ccccc2)C1	-1.8
CN(C)C(=O)C[C@H]1C=C[C@@H](NC(=O)Nc2cccc(F)c2)[C@H](CO)O1	-15.1
CCNC(=O)C[C@@H]1CC[C@H]2[C@@H](COc3ccc(NC(=O)c4ccc(F)c(F)c4)cc3C(=O)N2C)O1	0.5
C[C@@H]1CN([C@H](C)CO)C(=O)c2cc(NC(=O)Cc3ccccc3)ccc2O[C@H]1CN(C)CC1CCCCC1	-0.3
COc1cccc(S(=O)(=O)Nc2ccc3c(c2)[C@@H]2C[C@@H](CC(=O)N(C)C)O[C@H](CO)[C@@H]2O3)c1	-0.1
C[C@H](CO)N1C[C@H](C)[C@H](CN(C)Cc2ccc(C(=O)O)cc2)Oc2c(NC(=O)c3nc4ccccc4s3)cccc2C1=O	0.2
C[C@H]1CN([C@@H](C)CO)C(=O)c2cc(NC(=O)Cc3ccccc3)ccc2O[C@@H]1CN(C)C(=O)Nc1cccc2ccccc12	-13.1
O=C(C[C@H]1CC[C@@H]2[C@H](COC[C@H](O)CN2C(=O)c2ccc3c(c2)OCO3)O1)NC1CCC1	0.2
N#Cc1cccc(-c2ccc([C@@H]3[C@H]4CN(C(=O)Cc5ccncc5)CCCCN4[C@H]3CO)cc2)c1	-0.1
C[C@H]1CN([C@@H](C)CO)C(=O)c2ccccc2-c2ccccc2CO[C@@H]1CN(C)Cc1cccc(C(=O)O)c1	0.8
O=C(CCN1CCCCC1)NCC[C@H]1CC[C@@H](NS(=O)(=O)c2cccc(Cl)c2)[C@@H](CO)O1	-0.6
C[C@@H]1CN([C@@H](C)CO)C(=O)c2cc(NC(=O)CCN3CCOCC3)ccc2O[C@H]1CN(C)Cc1ccncc1	0.2
O=C(c1cccnc1)N1C[C@@H]2[C@H](c3ccccc31)[C@H](CO)N2C(=O)C1CC1	-0.1
O=C(C[C@H]1CC[C@H]2[C@@H](COC[C@@H](O)CN2C(=O)Nc2cc(Cl)cc(Cl)c2)O1)NCC1CC1	2.5
Cc1noc(C)c1NC(=O)N(C)C[C@@H]1OCCCC[C@@H](C)Oc2ccc(NC(=O)c3ccncc3)cc2C(=O)N([C@H](C)CO)C[C@H]1C	0.0
O=C(Nc1ccc(F)cc1)N1CC(=O)N2[C@@H](CO)[C@@H](c3ccc(-c4cccc(F)c4)cc3)[C@@H]2C1	-2.1
Cc1cc(C(=O)Nc2cccc3c2O[C@H](CN(C)C(=O)NC2CCCCC2)[C@@H](C)CN([C@@H](C)CO)C3=O)n(C)n1	0.2
O=C(C[C@H]1C[C@H]2c3cc(NS(=O)(=O)c4ccccc4)ccc3O[C@H]2[C@@H](CO)O1)N1CCOCC1	-0.7
Cc1ccc(S(=O)(=O)Nc2cccc3c2O[C@H](CN(C)C(=O)Nc2ccc4c(c2)OCO4)[C@H](C)CN([C@H](C)CO)C3=O)cc1	0.6
O=C(CC(F)(F)F)N1C[C@@H]2[C@H](c3ccccc31)[C@@H](CO)N2C(=O)C1CCOCC1	-1.0
N#C[C@H]1[C@H](c2ccc(C3=CCCCC3)cc2)[C@H](CO)N1C(=O)NC1CCCC1	0.3
COc1ccc(-c2cnc3c(c2)C(=O)N([C@H](C)CO)C[C@H](C)[C@H](CN(C)C(=O)C2CCC2)O3)cc1	-1.1
COCC(=O)N(C)C[C@H]1Oc2cc(C#Cc3ccccc3)ccc2S(=O)(=O)N([C@@H](C)CO)C[C@H]1C	0.6
C[C@H]1CN([C@@H](C)CO)C(=O)c2ccccc2-c2ccccc2CO[C@H]1CN(C)S(=O)(=O)CC(F)(F)F	0.3
C[C@H]1CCCCO[C@@H](CN(C)S(=O)(=O)c2cn(C)cn2)[C@@H](C)CN([C@@H](C)CO)C(=O)c2cc(NC(=O)C3CCCCC3)ccc2O1	0.2
COC(=O)C[C@H]1C[C@@H]2c3cc(NC(=O)NC4CCCCC4)ccc3O[C@@H]2[C@H](CO)O1	-0.6
COc1ccc2c3c([nH]c2c1)[C@H](CO)N(C)CC31CN(S(=O)(=O)c2cn(C)cn2)C1	1.0
C[C@@H]1CN([C@H](C)CO)C(=O)Cc2cc(NC(=O)CCN3CCOCC3)ccc2O[C@@H]1CN(C)Cc1ccncc1	0.4
O=C(c1ccncc1)N1CC(=O)N2[C@@H](CO)[C@@H](c3ccc(-c4ccccc4F)cc3)[C@@H]2C1	0.4
More records follow.
SMILES	TcdB GH inh
COc1cccc(-c2cccc(-c3nc(C(=O)N(C)C)cc4c3[C@@H](CCO)N([S@](=O)C(C)(C)C)C4)c2)c1	0.2
COc1ccc(NC(=O)N(C)C[C@H]2Oc3ncc(C#CC(C)C)cc3C(=O)N([C@H](C)CO)C[C@H]2C)cc1	-1.3
C[C@@H]1CN([C@@H](C)CO)C(=O)c2cc(NS(=O)(=O)c3ccc(Cl)cc3)ccc2O[C@@H]1CN(C)C	-20.0
C[C@@H]1CN([C@H](C)CO)C(=O)c2cccc(NC(=O)NC3CCCCC3)c2O[C@@H]1CN(C)Cc1ccc(Cl)c(Cl)c1	-0.2
O=C(Nc1ccccc1F)N1CC(=O)N2[C@H](CO)[C@H](c3ccc(C#Cc4ccccc4)cc3)[C@@H]2C1	-0.7
CNC(=O)C[C@H]1CC[C@H]2[C@H](COc3ccc(NC(=O)Nc4ccc(C)cc4)cc3C(=O)N2C)O1	-0.1
COCC(=O)N1[C@H](CO)[C@H](c2ccc(-c3cccc(OC)c3)cc2)C12CN(C(C)=O)C2	-0.7
COc1ccc(NC(=O)Nc2ccc3c(c2)C(=O)N([C@@H](C)CO)C[C@H](C)[C@H](CN(C)Cc2ccncc2)OCCCC[C@H](C)O3)cc1	-2.3
C[C@H](CO)N1C[C@H](C)[C@@H](CN(C)C(=O)c2ccncc2)OCCCC[C@H](C)Oc2ccc(NS(=O)(=O)c3cn(C)cn3)cc2C1=O	-0.1
COc1ccc(NC(=O)N2CCCCN3[C@H](C2)[C@H](c2ccc(C#Cc4ccccn4)cc2)[C@@H]3CO)cc1	-0.7
COc1ccc(NC(=O)N(C)C[C@H]2Oc3ccc(NC(=O)NC4CCCCC4)cc3CC(=O)N([C@H](C)CO)C[C@H]2C)cc1	0.2
C[C@@H]1CN([C@@H](C)CO)C(=O)Cc2cc(NC(=O)Nc3ccc4c(c3)OCO4)ccc2O[C@H]1CN(C)CC1CCCCC1	0.5
CCCC(=O)Nc1ccc2c(c1)OC[C@H](C)N(Cc1ccncc1)C[C@H](C)[C@@H](OC)CN(C)C2=O	-1.4
C[C@H]1CN([C@@H](C)CO)C(=O)c2cccc(NS(=O)(=O)c3ccc(F)cc3)c2O[C@H]1CN(C)C	0.3
CCC(=O)N(C)C[C@H]1Oc2cc(C#C[C@@H](C)O)ccc2S(=O)(=O)N([C@@H](C)CO)C[C@@H]1C	-0.6
COc1ccc(C#Cc2ccc([C@@H]3[C@H]4CN(C(=O)Nc5ccc(F)cc5)CCCCN4[C@H]3CO)cc2)cc1	0.5
C[C@H](CO)N1C[C@H](C)[C@H](CN(C)C(=O)Nc2cccc3ccccc23)Oc2c(NS(=O)(=O)c3ccc(F)cc3)cccc2C1=O	1.4
O=C(C[C@H]1C[C@@H]2c3cc(NC(=O)C4CCOCC4)ccc3O[C@@H]2[C@H](CO)O1)NCc1ccc2c(c1)OCO2	-0.2
CC(C)NC(=O)Nc1ccc2c(c1)CC(=O)N([C@H](C)CO)C[C@@H](C)[C@@H](CN(C)S(=O)(=O)c1cn(C)cn1)O2	-1.1
COc1ccc(CN(C)C[C@H]2Oc3ccc(N(C)C)cc3CC(=O)N([C@@H](C)CO)C[C@@H]2C)cc1	-5.2
